Screens: PubChem BioAssay, National Center for Advancing Translational Sciences (NCATS)
AmpC detergent = blocks E. coli AmpC beta-lactamase in detergent assay. P00811. AmpC hydrolysis of nitrocefin, absorbance 480 nm, 0.01% Triton. Potency, µM (titrated, usually from 114 µM), for inactives: top-dose activity change, negative = inhibition, hits mostly inhibitors. 370,000 tested, 0.041% active;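 also: potency is read from the fitted curve at half-maximal effect; 0% = no-compound wells and -100% = no-enzyme wells; nearly all actives have a fitted effect of over 25% in size; some results filed as inactive show a strong effect at the top dose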
Target sequence (P00811 whole entry, looked up): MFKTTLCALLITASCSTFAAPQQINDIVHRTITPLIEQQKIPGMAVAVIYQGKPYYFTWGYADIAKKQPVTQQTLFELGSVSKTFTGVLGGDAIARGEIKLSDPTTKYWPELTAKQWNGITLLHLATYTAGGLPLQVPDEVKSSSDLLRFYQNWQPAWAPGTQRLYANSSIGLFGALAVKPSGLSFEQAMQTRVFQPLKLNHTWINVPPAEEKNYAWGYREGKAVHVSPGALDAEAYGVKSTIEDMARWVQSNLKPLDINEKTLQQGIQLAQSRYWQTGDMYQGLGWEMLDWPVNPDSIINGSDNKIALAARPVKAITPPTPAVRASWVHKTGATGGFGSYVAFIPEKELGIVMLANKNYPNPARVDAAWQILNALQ
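AmpC (5.3 nM in the dispensed reagent) in 20 mM phosphate pH 7.0 with 0.01% (detergent screen) or 0.0001% Triton X-100 was preincubated with compounds for 15 min at room temperature. Nitrocefin was then added from an 800 uM solution, and hydrolysis was followed at 480 nm.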
LmPK inh = blocks Leishmania mexicana pyruvate kinase activity; Q27686; purified LmPK, Kinase-Glo ATP luminescence, 1 h; Potency, µM (doses to about 57.5 µM), without a hit: at the top dose activity change, negative = inhibition, actives largely listed as inhibitors; 290,000 tested, 0.37% active; also: potency is read from the fitted curve at half-maximal effect
Target sequence (Q27686 whole entry, looked up): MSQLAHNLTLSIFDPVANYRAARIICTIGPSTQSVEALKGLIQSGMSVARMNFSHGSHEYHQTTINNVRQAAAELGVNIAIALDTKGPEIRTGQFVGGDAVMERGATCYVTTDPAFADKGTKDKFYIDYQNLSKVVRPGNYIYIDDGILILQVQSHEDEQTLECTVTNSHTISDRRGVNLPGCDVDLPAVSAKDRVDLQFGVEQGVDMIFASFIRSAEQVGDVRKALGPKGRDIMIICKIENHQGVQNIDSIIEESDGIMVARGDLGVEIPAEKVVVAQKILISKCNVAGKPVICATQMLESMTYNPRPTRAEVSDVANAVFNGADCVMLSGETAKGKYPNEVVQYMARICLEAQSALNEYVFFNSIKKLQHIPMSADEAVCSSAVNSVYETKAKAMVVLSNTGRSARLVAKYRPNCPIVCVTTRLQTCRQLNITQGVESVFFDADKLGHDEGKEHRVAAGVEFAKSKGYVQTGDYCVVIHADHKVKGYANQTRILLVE
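Pyruvate kinase activity monitored as ATP production (luciferase luminescence). Conditions: 0.1 nM enzyme, 0.5 mM PEP, 0.1 mM ADP, 1 h, RT; normalized against uninhibited and no-enzyme wells.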
AmpC no deterg = inhibitors of E. coli AmpC beta-lactamase without detergent; P00811; AmpC nitrocefin hydrolysis, absorbance 480 nm, 0.0001% Triton; Potency, µM (series often up to 57.1 µM), without a hit: at the top dose activity change, negative = inhibition, most hits filed as inhibitors; 330,000 tested, 0.52% active; AID 485341;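 also: potency is read from the fitted curve at half-maximal effect; plate controls were no compound for no effect and no enzyme for full effect; nearly all actives have a fitted effect of over 20% in size; some results filed as inactive show a strong effect at the top dose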
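20 mM phosphate pH 7.0 + 0.01% (detergent screen) or 0.0001% Triton X-100; 5.3 nM AmpC reagent; cpd preinc 15 min RT; nitrocefin (800 uM stock) to start; A480 q20 s × 4 min; Activity was normalised to no-enzyme and no-compound control wells.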
AMA1-RON2 inh = inhibitors of Plasmodium falciparum AMA1-RON2 interaction. AlphaScreen AMA1-biotinylated RON2 peptide binding. Potency, µM (top dose mostly 58.2 µM), for inactives: at the top dose activity change, negative = inhibition, most hits filed as inhibitors. 360,000 tested, 0.2% active. AID 720542;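 also: potency is read from the fitted curve at half-maximal effect; 0% = vehicle wells and -100% = peptide control; nearly all actives have a fitted effect of over 45% in size; some results filed as inactive show a strong effect at the top dose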
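AMA1 (3D7) with his tag at 25 nM final met compounds first, then biotinylated RON2 peptide at 25 nM; detection used donor plus acceptor beads, 10 µg/mL apiece, read by AlphaScreen after 30 min at room temperature.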
HCV inh = HCV inhibition. Huh7.5.1 HCVcc-Cre infection, luciferase reporter, 44 h. Potency, µM (doses to about 41.8 µM), for inactives: top-dose activity change, negative = inhibition, usual class: inhibitors. 340,000 tested, 3.4% active. AID 651820; also: potency is read from the fitted curve at half-maximal effect
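1,000 cells/well; 4 h culture; + compound; + HCVcc-Cre (~0.5 moi); 44 h; luciferase substrate, RT 15 min; read 15 sec.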
Tb PYK inh = inhibitors of Trypanosoma brucei pyruvate kinase | Potency, µM (highest dose often 76.8 µM), for the others: at the highest dose activity, negative = inhibition, hits mostly inhibitors | Q57TT1 | 410,000 tested, 0.12% active | TbPYK enzyme, Kinase-Glo Plus ATP luminescence, 45 min; also: potency is read from the fitted curve at half-maximal effect; nearly all actives have a fitted effect of over 50% in size
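Quantitative HTS: titrated library compounds versus trypanosomal pyruvate kinase in TEA buffer (pH 7.2) containing KCl, MgCl2, BSA and Tween-20. Reactions were initiated with ADP, 130 uM final. Kinase-Glo Plus luminescence was read after 45 min at RT.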
HCMV antiviral = human cytomegalovirus inhibition. AID 1259415. activity change, negative = inhibition, % at 57.5 µM. HFF cells, HCMV-luciferase reporter, 72 h; hits give low values. 410,000 tested, 4.5% active; in the data active = activity change below about -60%; inconclusive = no clear call, values can overlap the other calls; inactive = above about -39%
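Inhibition of viral replication was scored as loss of reporter luminescence in HFFs infected with HCMV-luciferase (MOI 1 PFU/cell) for 72 h; compounds tested at 2 doses, normalized to buffer and Salinomycin controls.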
An asterisk follows results filed as active; u = inconclusive; x = no result given; & = joins results of further samples; [ ] = dose if it differs, or a comment. Unless noted, calls follow the shape of the dose curve; as a rule, active = well fitted curve in the direction sought with a large enough effect; inconclusive = small, poorly fitted or top-dose-only effect, or another doubt; inactive = no such curve, though single readings can be large; an effect the other way counts as inactive or inconclusive. Unless noted, % is scaled to controls: 0 for no effect and ±100 for the full control effect. Rows were taken by chance, and some 7.5% of all compounds hit somewhere here.

SMILES	AmpC detergent	LmPK inh	AmpC no deterg	AMA1-RON2 inh	HCV inh	Tb PYK inh	HCMV antiviral
CSCCC(NC(=O)c1ccccc1)C(=O)N1CCN(C(c2ccccc2)c2ccccc2)CC1 (stereo not drawn)	-3.7%	0.0%	31.8%	-16.8%	12.6µM*	-4.4%	-18.7
CC(NC(=O)c1ccco1)C(=O)OCC(=O)c1ccc(Cl)s1 (stereo not drawn)	-4.7%	8.5%	-22.6%	-15.6%	7.6%	-4.7%	u
Cc1nn(-c2cc(C(F)(F)F)ccc2Cl)c2nc(C(F)(F)F)[nH]c(=O)c12	-11.2%	0.3%	-24.8%	8.3%	32.9%[activator]	3.9%	-12.4
Cc1ccccc1CSCc1nc(N)nc(Nc2ccccc2C)n1	u	1.9%	-30.8%	-3.7%	-18.8%	3.5%	-12.8
C=C(C)CN(CC)C(=O)CSc1ccc(S(=O)(=O)N2CCN(Cc3ccccc3)CC2)cn1	2.5%	x	128.3%[activator]	-8.9%	u	6.6%	-21.3
COc1ccc(C(=O)n2nc(-c3ccc(OC)cc3)nc2N)cc1	u	4.8%	-10.4%	7.5%	0.7%	0.0%	40.4
COc1cccc(/C=C/C(=O)c2c(O)cc(C)oc2=O)c1O	-5.9%	3.7%	-37.3%	16.2%	8.1%	-4.8%	-97.1*
CCOc1cc(/C=C2/C(=N)N3C(=NC2=O)SN=C3S(C)(=O)=O)ccc1OS(=O)(=O)c1ccccc1	1.1%	3.7%	-39.1%	3.3%	21.0%	-4.9%	x
CC(C)(C)c1ccc(C(=O)NCc2cccnc2)cc1	u	-6.9%	-1.6%	-7.3%	-8.0%	-5.5%	67.2
O=C(CCCCCn1c(=S)[nH]c2ccc(N3CCOCC3)cc2c1=O)NCc1ccccc1	-12.1%	0.8%	-13.3%	45.2%[activator]	u	-16.6%	-30.5
COc1ccc(OCC(=O)Nc2ccc(N3CCN(C(=O)c4ccccc4)CC3)c(Cl)c2)cc1	4.6%	-1.1%	-7.7%	-7.4%	u	0.0%	u
Cc1sc2nc(SCc3nc4ccccc4[nH]3)n(Cc3ccco3)c(=O)c2c1C	-11.7%	-4.0%	-43.1%	-1.2%	u	-3.8%	20.3
CCCc1nnc(NC(=O)CCC(=O)N2CCN(Cc3ccccc3)CC2)s1	-2.7%	-9.3%	12.6%	9.5%	12.8%	-0.5%	-21.5
CC(O)c1cccc(NC(=O)CC(c2ccccc2)c2ccccc2)c1 (stereo not drawn)	3.0%	3.4%	-2.6%	0.7%	-19.4%	-3.9%	-36.6
Cc1ccc(-c2nnn(CC(=O)N(CC(=O)NCc3ccccc3)c3cccc(C)c3C)n2)o1	-6.6%	10.5%	u	-15.0%	u	0.8%	16.3
CCOC(=O)c1oc2ccccc2c1CSc1nnnn1-c1ccc(OC)cc1	u	1.9%	-10.8%	-0.8%	12.6%&-6.3%	-3.5%	31.8
O=C(COc1ccc(Cl)cc1)Nc1ccc(C(=O)NCc2cccnc2)cc1	-0.6%	-0.1%	-10.6%	1.6%	12.6µM*	-9.4%	x
COc1cccc(C(=O)NCCS(=O)(=O)N2CC(C)CC(C)C2)c1 (stereo not drawn)	5.1%	x	14.4%	9.4%	7.5%	-6.6%	-28.8
CCCc1c(NC(=O)Nc2ccc(Cl)cc2Cl)cnn1-c1ccccc1	10.5%	0.0%	-26.0%	0.0%	u	4.1%	u
C/C=C1/CN2C3CC1C(CO)(C(=O)OC)C2Cc1c3n(C)c2ccccc12 (stereo not drawn)	-1.7%	4.9%	-16.6%	-2.3%	15.0%	-4.8%	18.1

Part of the list above, with two lines to a compound.
Values run as follows: AmpC detergent | LmPK inh | AmpC no deterg | AMA1-RON2 inh | HCV inh | Tb PYK inh | HCMV antiviral
> Cc1sc2nc(SCc3nc4ccccc4[nH]3)n(Cc3ccco3)c(=O)c2c1C
→ -11.7% | -4.0% | -43.1% | -1.2% | u | -3.8% | 20.3
> CCCc1nnc(NC(=O)CCC(=O)N2CCN(Cc3ccccc3)CC2)s1
→ -2.7% | -9.3% | 12.6% | 9.5% | 12.8% | -0.5% | -21.5
> CC(O)c1cccc(NC(=O)CC(c2ccccc2)c2ccccc2)c1 (stereo not drawn)
→ 3.0% | 3.4% | -2.6% | 0.7% | -19.4% | -3.9% | -36.6
> Cc1ccc(-c2nnn(CC(=O)N(CC(=O)NCc3ccccc3)c3cccc(C)c3C)n2)o1
→ -6.6% | 10.5% | u | -15.0% | u | 0.8% | 16.3
> CCOC(=O)c1oc2ccccc2c1CSc1nnnn1-c1ccc(OC)cc1
→ u | 1.9% | -10.8% | -0.8% | 12.6%&-6.3% | -3.5% | 31.8
> O=C(COc1ccc(Cl)cc1)Nc1ccc(C(=O)NCc2cccnc2)cc1
→ -0.6% | -0.1% | -10.6% | 1.6% | 12.6µM* | -9.4% | x
> COc1cccc(C(=O)NCCS(=O)(=O)N2CC(C)CC(C)C2)c1 (stereo not drawn)
→ 5.1% | x | 14.4% | 9.4% | 7.5% | -6.6% | -28.8
> CCCc1c(NC(=O)Nc2ccc(Cl)cc2Cl)cnn1-c1ccccc1
→ 10.5% | 0.0% | -26.0% | 0.0% | u | 4.1% | u
> C/C=C1/CN2C3CC1C(CO)(C(=O)OC)C2Cc1c3n(C)c2ccccc12 (stereo not drawn)
→ -1.7% | 4.9% | -16.6% | -2.3% | 15.0% | -4.8% | 18.1

Other entries.
SMILES	AmpC detergent	LmPK inh	AmpC no deterg	AMA1-RON2 inh	HCV inh	Tb PYK inh	HCMV antiviral
CC1(NC(=O)c2cccc(S(=O)(=O)N3CCN(c4ccccc4)CC3)c2)CCS(=O)(=O)C1 (stereo not drawn)	-11.7%	x	41.5%	0.0%	5.9%	-3.8%	-31.6
Fc1ccc(/C=N/Nc2ccccn2)cc1	u	-13.4%	-19.5%	12.5%	-2.0%	0.4%	-12.8
COc1ccc(NC(=O)C(=O)NCC(=O)Nc2cc(OC)ccc2OC)cc1	-1.9%	8.0%	-5.3%	-18.7%	0.6%	-20.4%	17.4
Cc1cc(OCC(=O)Nc2ccc3oc(=O)ccc3c2)ccc1Cl	-10.7%	-0.6%	-20.9%	23.2%	5.1%	-5.2%	0.1
S=C(NCC1CCCO1)Nc1ccccc1Cl (stereo not drawn)	-3.7%	3.5%	-18.6%	21.3%	1.0%	-1.5%	-4.8
COc1ccc(CNC(=O)CCc2nnc3n(C)c(=O)c4sccc4n23)cc1	0.1%	x	x	x	x	3.9%	25.3
OCCOCCn1c(C(CO)Nc2nc(-c3cccc(Br)c3)cs2)nc2ccccc21 (stereo not drawn)	x	x	x	54.0%[activator]	10.1%	1.2%	17.5
CC1(C)Oc2ccc3ccc(=O)oc3c2-c2cn[nH]c21	0.3%	-1.5%	-13.4%	12.3%	7.08µM*	-1.9%	-80.9*
CC(=O)Nc1ccc2nc(-c3ccccc3)cn2c1	-0.6%	-10.3%	-11.5%	4.7%	-1.3%	-3.1%	21.0
CC1CCN(CC(C)CNC(=O)c2cc(-c3ccccn3)nc3ccccc23)CC1 (stereo not drawn)	u	-3.4%	-13.8%	6.3%	u	-9.8%	-0.8
CC(=O)N1CCOc2ccc(S(=O)(=O)N3CCC(C(=O)Nc4ccc(F)cc4)CC3)cc21	-2.4%	1.0%	14.7%	-11.7%	u	-4.9%	-4.2
CCc1nnc(NS(=O)(=O)c2ccc(N=Cc3c(C)[nH]n(-c4cccc(Cl)c4)c3=O)cc2)s1	u	-4.6%	-5.6%	29.8%	10.4%	-8.7%	u
COc1cc(OC)cc(C(=O)NCc2n[nH]c(=S)n2-c2ccccc2OC)c1	-3.2%	u	-17.0%	5.9%	-3.9%	11.2µM*	19.1
O=C(COc1ccc(Cl)cc1Br)Nc1cccc(S(=O)(=O)N2CCCC2)c1	-5.8%	x	-32.0%	-1.4%	u	6.4%	-13.0
O=S(=O)(NCc1ccccc1)c1cccc2nonc12	u	1.5%	x	-10.1%	5.6%	-9.9%	0.0
CCCC(N)CCCCCC(=O)O (stereo not drawn)	-1.6%	-0.9%	-6.6%	0.0%	4.8%	5.8%	14.6
CCOc1ccc(CNC(=O)C2CCN(C(=O)c3sccc3-n3cccc3)CC2)cc1	17.0%	x	x	x	x	-4.4%	8.5
O=c1c2ccccc2sn1-c1ccc(Cl)cc1Cl	x	x	x	0.0%	x	17.8µM*	-94.5*
O=C(NCC(=O)N(c1ccc2c(c1)OCO2)C(C(=O)NC1CCCC1)c1ccncc1)c1ccco1 (stereo not drawn)	8.2%	10.0%	-26.1%	39.8µM*	2.6%	u	-1.6
CC(=O)Nc1cccc(NC(=O)C2CC(=O)N(CCc3ccc(F)cc3)C2)c1 (stereo not drawn)	-1.5%	-0.8%	0.1%	-1.1%	2.2%	3.6%	22.6
COc1ccc(OC)c(/C=N/NC(=O)CC(=O)NC2CCCCC2)c1	-3.0%	0.2%	-13.5%	-5.2%	-2.1%	3.2%	8.6
Cc1nnc(SCC(=O)Nc2ccc(C(N)=O)cc2)n1-c1ccccc1	2.7%	0.3%	-26.8%	u	6.5%	-4.2%	u
Cc1cc(Cl)ccc1OCCCC(=O)Nc1cccc(-n2cnnn2)c1	1.4%	8.1%	-30.4%	-1.4%	-28.8%	0.0%	-29.5
CC(C)C(Nc1ncnc2c1oc1ccccc12)C(=O)O (stereo not drawn)	-7.4%	-0.5%	-10.5%	14.7%	28.2%	-3.4%	48.3
CC1=C(C(=O)OCc2ccc(C)cc2)C(c2ccc(O)c([N+](=O)[O-])c2)NC(=O)N1 (stereo not drawn)	u	-1.7%	-11.8%	-25.9%	0.5%	1.8%	u
CC(C)NC(=O)NC(=O)CSc1ccc(S(=O)(=O)N2CCCC2)cn1	0.7%	x	-13.8%	7.9%	-11.9%	-16.1%	-6.8
CCOc1cc(C)c(C(C)C)cc1S(=O)(=O)n1ccnc1CC	-1.5%	x	x	x	x	-0.8%	-4.9
O=C(COc1cccc(Cl)c1Cl)Nc1ccc2c(c1)CCC2	-13.3%	2.1%	-13.7%	-1.7%	4.9%	-3.1%	-21.6
CCOC(=O)NNc1ccc(C(F)(F)F)cn1	-13.7%	-2.5%	-9.1%	-12.6%	11.5%	-3.9%	23.5
CC1(C)Oc2ccc(C(=O)Nc3ccccc3F)cc2N(CC(=O)N2CCOCC2)C1=O	-8.8%	0.3%	1.9%	6.2%	19.4%	0.0%	-28.7
COc1cc(C(=O)Nc2ccc(Cl)c(-c3nc4ncccc4o3)c2)cc(OC)c1OC	8.9%	x	x	x	x	-2.4%	-24.0
